Screens (PubChem BioAssay)
Calb biofilm kill = clotrimazole potentiators killing Candida biofilms, primary screen, with clotrimazole, Alamar Blue; 85,000 tested, 0.14% active; C. albicans biofilm + clotrimazole; inhibition, % at 6 µM;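 active means inhibition above 20%; inactive means inhibition below 20%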;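 further: preformed 24 hr biofilms exposed to compound for 48 hr; 0% = biofilm without compound and 100% = blank killed by clotrimazole plus chlorhexidine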
PLK1 inh = human PLK1 kinase inhibitors, primary screen, biochemical, TR-FRET; 97,000 tested, 0.53% active; recombinant PLK1 kinase, TR-FRET peptide phosphorylation; inhibition, % at 10 µM; Serine/threonine-protein kinase PLK1 (Homo sapiens), P53350;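 active means inhibition of 50% or more in the single-concentration screen; inactive means inhibition below 50%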;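 further: 0% = DMSO max control and 100% = H-89 dihydrochloride min control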
Target sequence (P53350 whole entry, looked up): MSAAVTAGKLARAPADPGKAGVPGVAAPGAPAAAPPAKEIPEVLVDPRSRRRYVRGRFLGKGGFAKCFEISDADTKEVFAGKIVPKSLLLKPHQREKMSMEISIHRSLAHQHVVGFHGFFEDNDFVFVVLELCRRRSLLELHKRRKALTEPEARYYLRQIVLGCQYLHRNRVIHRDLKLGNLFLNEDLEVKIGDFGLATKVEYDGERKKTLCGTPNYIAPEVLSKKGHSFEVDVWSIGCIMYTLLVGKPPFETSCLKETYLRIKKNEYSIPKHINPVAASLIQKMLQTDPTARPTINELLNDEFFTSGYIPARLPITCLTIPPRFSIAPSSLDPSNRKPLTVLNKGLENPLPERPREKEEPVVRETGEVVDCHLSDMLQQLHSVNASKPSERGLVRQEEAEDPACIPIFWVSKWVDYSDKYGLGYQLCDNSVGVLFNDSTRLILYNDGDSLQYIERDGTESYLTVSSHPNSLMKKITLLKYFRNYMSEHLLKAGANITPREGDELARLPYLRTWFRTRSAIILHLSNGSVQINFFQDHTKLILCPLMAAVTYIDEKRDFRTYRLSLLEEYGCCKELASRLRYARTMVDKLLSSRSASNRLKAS
CYP2C9 act = human CYP2C9 activators, primary screen, biochemical, luminescence; Cytochrome P450 2C9 (Homo sapiens), P11712; recombinant CYP2C9, luciferin-H conversion; stronger effect = higher value; factor 1 = untreated enzyme, 0 = blocked; activation factor at 5 µM; 96,000 tested, 1.4% active; AID 1024, 2008;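 active means activation factor of 2 or more for CYP2C9 at a 5 µM dose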;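 further: 0 = sulfaphenazole-blocked wells and 1 = vehicle-only wells; values of inactives mirror those of a sister screen read the other way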
Target sequence (P11712 whole entry, looked up): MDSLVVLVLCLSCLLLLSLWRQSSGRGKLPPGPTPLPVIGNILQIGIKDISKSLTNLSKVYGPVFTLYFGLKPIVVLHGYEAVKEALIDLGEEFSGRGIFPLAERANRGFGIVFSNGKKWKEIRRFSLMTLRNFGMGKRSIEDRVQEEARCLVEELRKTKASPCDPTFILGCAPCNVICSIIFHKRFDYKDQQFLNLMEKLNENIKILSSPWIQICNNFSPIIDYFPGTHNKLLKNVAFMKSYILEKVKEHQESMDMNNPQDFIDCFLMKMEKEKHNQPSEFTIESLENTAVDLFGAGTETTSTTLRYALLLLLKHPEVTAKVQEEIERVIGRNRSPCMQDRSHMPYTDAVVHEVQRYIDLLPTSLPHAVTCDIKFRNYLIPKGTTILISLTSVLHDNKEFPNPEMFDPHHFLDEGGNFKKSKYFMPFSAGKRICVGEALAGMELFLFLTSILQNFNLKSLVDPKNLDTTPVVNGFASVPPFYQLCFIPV
CYP2C9 inhib = blockers of cytochrome P450 2C9 activity – biochemical, luminescence, ADME assay, primary screen. P11712. CYP2C9 Supersomes, luciferin-H conversion. inhibition, % at 5 µM. 96,000 tested, 20% active;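 active means blocking of liver enzyme CYP2C9 beyond about 50% at 5 µM, limit read from the data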; further: values of inactives mirror those of a sister screen read the other way
An asterisk follows results filed as active; nt = not tested or not shown. Some of the compounds tested. The share of hits here may be higher or lower than overall.

SMILES	Calb biofilm kill	PLK1 inh	CYP2C9 act	CYP2C9 inhib
COc1ccc(NC(=O)CCCC2=NS(=O)(=O)c3ccccc3N2)cc1	12	nt	nt	nt
CCOc1ccc2nc(N3CCC(C(=O)N4CCN(c5ncccn5)CC4)CC3)sc2c1	-1	nt	nt	nt
COc1cc2c(=O)n(Cc3ccccc3)c(=O)n(CC(=O)C(C)(C)C)c2cc1OC	-5	nt	nt	nt
COc1cnc(NS(=O)(=O)c2ccc(N)cc2)nc1	11	nt	nt	nt
Cc1c(Cl)cccc1NC(=O)CC(NCCN1CCOCC1)C(=O)O (configuration not stated)	8	nt	nt	nt
O=C1c2oc3ccccc3c(=O)c2C(c2ccc(Br)cc2)N1c1ncccn1 (configuration not stated)	8	nt	nt	nt
COc1ccc(N2CCN(C(=O)CN(C)S(=O)(=O)c3cnc[nH]3)CC2)cc1	1	nt	nt	nt
Cc1nccn1-c1cc(C(C)C)c(C#N)c2nc3ccccc3n12	1	nt	nt	nt
COc1ccc2oc(C(=O)C3CC3)c(NC(=O)CCCN3C(=O)c4ccccc4C3=O)c2c1	11	nt	nt	nt
COc1ccc(-c2cn3c(C)c(C(=O)NC(C)(C)C)sc3n2)cc1	5	nt	nt	nt
COc1ccc(-c2cc3nc(C)cc(C)n3n2)c(OC)c1	2	nt	nt	nt
NC(=O)c1cc[n+](CC2=C(C(=O)O)N3C(=O)[C@@H](NC(=O)C(c4ccccc4)S(=O)(=O)[O-])[C@H]3SC2)cc1 (some centres not stated)	14	nt	nt	nt
Cc1cc2cc(CNC(=O)C3CCCC3)ccc2n1C	7	nt	nt	nt
Cc1ccc2oc(=O)c3cnn(CC(=O)N(CCCN4CCOCC4)Cc4ccco4)c3c2c1	11	nt	nt	nt
Cc1c(/C(O)=C2/C(=O)C(=O)N(CCN3CCOCC3)C2c2ccco2)cnn1-c1ccccc1 (configuration not stated)	0	nt	nt	nt
COC(=O)C1=C(C)NC2=C(C(=O)CCC2)C1c1ccccn1 (configuration not stated)	2	nt	nt	nt
CCOc1ccc(C2c3c(oc4ccccc4c3=O)C(=O)N2c2ccccn2)cc1OC (configuration not stated)	1	nt	nt	nt
COc1ccc(CCNC(=O)CN2CCOc3ccccc32)cc1OC	7	nt	nt	nt
CCOC(=O)N1CCN(C(=O)C2CCCN(c3ncnc4c3sc3cccc(F)c34)C2)CC1 (configuration not stated)	9	nt	nt	nt
O=C(Nc1ccc(Br)c2cccnc12)c1ccc(Cn2cc(Cl)cn2)o1	5	nt	nt	nt
O=C(N(c1ccccc1)c1ccccc1)n1ccnc1	-5	nt	nt	nt
O=C(Nc1ccc(CN2CCOCC2)cc1)c1cc2ccccc2oc1=O	2	nt	nt	nt
O=C(O)c1ccc(CS(=O)(=O)Cc2ccccc2F)o1	4	nt	nt	nt
c1ccc2c(c1)nc(NCC1CCCO1)c1nnnn12 (configuration not stated)	13	nt	nt	nt
Nc1ccc(S(=O)(=O)c2ccc(N)cc2)cc1	11	nt	nt	nt

17 entries from above, in CSV form:
mol,Calb biofilm kill,PLK1 inh,CYP2C9 act,CYP2C9 inhib
COc1ccc2oc(C(=O)C3CC3)c(NC(=O)CCCN3C(=O)c4ccccc4C3=O)c2c1,11,nt,nt,nt
COc1ccc(-c2cn3c(C)c(C(=O)NC(C)(C)C)sc3n2)cc1,5,nt,nt,nt
COc1ccc(-c2cc3nc(C)cc(C)n3n2)c(OC)c1,2,nt,nt,nt
NC(=O)c1cc[n+](CC2=C(C(=O)O)N3C(=O)[C@@H](NC(=O)C(c4ccccc4)S(=O)(=O)[O-])[C@H]3SC2)cc1 (some centres not stated),14,nt,nt,nt
Cc1cc2cc(CNC(=O)C3CCCC3)ccc2n1C,7,nt,nt,nt
Cc1ccc2oc(=O)c3cnn(CC(=O)N(CCCN4CCOCC4)Cc4ccco4)c3c2c1,11,nt,nt,nt
Cc1c(/C(O)=C2/C(=O)C(=O)N(CCN3CCOCC3)C2c2ccco2)cnn1-c1ccccc1 (configuration not stated),0,nt,nt,nt
COC(=O)C1=C(C)NC2=C(C(=O)CCC2)C1c1ccccn1 (configuration not stated),2,nt,nt,nt
CCOc1ccc(C2c3c(oc4ccccc4c3=O)C(=O)N2c2ccccn2)cc1OC (configuration not stated),1,nt,nt,nt
COc1ccc(CCNC(=O)CN2CCOc3ccccc32)cc1OC,7,nt,nt,nt
CCOC(=O)N1CCN(C(=O)C2CCCN(c3ncnc4c3sc3cccc(F)c34)C2)CC1 (configuration not stated),9,nt,nt,nt
O=C(Nc1ccc(Br)c2cccnc12)c1ccc(Cn2cc(Cl)cn2)o1,5,nt,nt,nt
O=C(N(c1ccccc1)c1ccccc1)n1ccnc1,-5,nt,nt,nt
O=C(Nc1ccc(CN2CCOCC2)cc1)c1cc2ccccc2oc1=O,2,nt,nt,nt
O=C(O)c1ccc(CS(=O)(=O)Cc2ccccc2F)o1,4,nt,nt,nt
c1ccc2c(c1)nc(NCC1CCCO1)c1nnnn12 (configuration not stated),13,nt,nt,nt
Nc1ccc(S(=O)(=O)c2ccc(N)cc2)cc1,11,nt,nt,nt

(more compounds)
SMILES	Calb biofilm kill	PLK1 inh	CYP2C9 act	CYP2C9 inhib
Cc1cc(C)nc(NS(=O)(=O)c2cccs2)c1	-4	nt	nt	nt
Nc1nc2n(n1)C(c1ccco1)CC(c1ccc(Cl)cc1Cl)N2 (configuration not stated)	1	nt	nt	nt
Nc1ncnc2c1ncn2[C@@H]1O[C@H](CO)[C@@H](O)[C@H]1O	6	nt	nt	nt
COC(=O)[C@@H](N)CS	11	nt	nt	nt
Nc1cccc(C(=O)O)c1	4	nt	nt	nt
O=C(CCn1c(=O)oc2ccccc21)NCCN1CCOCC1	3	nt	nt	nt
C[N+](C)(C)CCCCCCCCCC[N+](C)(C)C	6	nt	nt	nt
CC(C)N1C(=O)CCC1C(=O)NCCc1ccc(Cl)cc1 (configuration not stated)	11	nt	nt	nt
CCN1CCN(C(=O)c2nn(-c3ccc(OC)cc3)c(=O)c3c2c2ccccc2n3C)CC1	4	nt	nt	nt
COC(=O)CN1C(=O)COc2ccc(Cl)cc21	0	nt	nt	nt
CCN(CC)S(=O)(=O)c1ccc(-c2nnco2)cc1	5	nt	nt	nt
COc1ccc(C(=O)Nc2cc(=O)n(C)c(=O)n2C)cc1OC	12	nt	nt	nt
CCCn1c(=NC(=O)c2ccncc2)c(C(=O)OCC)cc2c(=O)n3cccc(C)c3nc21	5	nt	nt	nt
CCn1c(=O)c2cc(C(=O)N3CCCC3)sc2c2ccccc21	14	nt	nt	nt
CCOC(=O)c1ccc(Oc2nc(OC)nc(N(C)C)n2)cc1	7	nt	nt	nt
CCOC(=O)c1ccc2nc(NC(=O)C(C)C)sc2c1	6	nt	nt	nt
O=C1C(=O)N(CCN2CCOCC2)C(c2ccccn2)/C1=C(/O)c1ccc(Cl)cc1 (configuration not stated)	-3	nt	nt	nt
Cc1cccn2c(=O)c3cc(C(=O)NCc4ccco4)c(=N)n(CCc4ccccc4)c3nc12	10	nt	nt	nt
O=C(Cn1c(=O)sc2ccccc21)Nc1nc2c(s1)CCCC2	-1	nt	nt	nt
CCn1cc(C(=O)Nc2nncs2)c(=O)c2cc(F)c(N3CCN(C(=O)c4ccco4)CC3)cc21	-3	nt	nt	nt
CC1(C)CC(=O)C(C=NCCN2CCNC2=O)=C(O)C1	11	nt	nt	nt
Cc1cccn2c(=O)c3cc(C#N)c(=NC(=O)c4ccccc4)n(Cc4ccco4)c3nc12	2	nt	nt	nt
CCN(CC)C(=O)c1ccccc1NC(=O)c1cccc(S(=O)(=O)N(CC)CC)c1	6	nt	nt	nt
CCC(=O)Nc1sc2c(c1C(N)=O)CCN(C(C)=O)C2	12	nt	nt	nt
O=C(Nc1cccnc1)c1cccnc1	3	nt	nt	nt
Next section.
SMILES	Calb biofilm kill	PLK1 inh	CYP2C9 act	CYP2C9 inhib
O=C(Cn1ncc2c(=O)oc3ccccc3c21)N1CCc2ccccc2C1	22*	nt	nt	nt
Cc1cc(C)cc(Nc2ccc(C(=O)O)cc2N)c1	9	nt	nt	nt
CC1CCN(c2nc3ccccc3nc2C(C#N)S(=O)(=O)c2ccccc2)CC1 (configuration not stated)	3	nt	nt	nt
COc1cc2nc(NCCN3CCOCC3)n3nc(-c4ccccc4)nc3c2cc1OC	-5	nt	nt	nt
CCN(CC)CCN1C(=O)c2oc3ccc(F)cc3c(=O)c2C1c1ccncc1 (configuration not stated)	0	nt	nt	nt
CC(C)(C)NC(=O)/C=N/O	5	nt	nt	nt
O=C(CSc1ccc2nnc(-c3ccncc3)n2n1)NCC1CCCO1 (configuration not stated)	3	nt	nt	nt
CCN1CCN(Cc2nc3c(c(=O)n(C)c(=O)n3C)n2Cc2ccc(Cl)cc2Cl)CC1	9	nt	nt	nt
CN(CC(=O)N1CCN(c2ccccn2)CC1)S(=O)(=O)c1cccc2nsnc12	0	nt	nt	nt
CC(=O)Oc1cccc2c1C(=O)c1c(OC(C)=O)cc(C(=O)O)cc1C2=O	5	nt	nt	nt
CCc1nnc(NC(=O)CSc2nnc(-c3ccc(O)cc3)n2-c2ccccc2)s1	-5	nt	nt	nt
COc1cc(SC)ccc1C(=O)N1CCCCCC1	9	nt	nt	nt
Cc1csc2nc(CNS(=O)(=O)c3ccc(-c4ccccc4)cc3)cn12	9	nt	nt	nt
c1ccc(-c2nnc(-c3ccccn3)nn2)nc1	10	nt	nt	nt
CN1CCN(CCCNc2nc3ccccc3c3nc(-c4ccccc4)nn23)CC1	5	nt	nt	nt
CC1CCN(C(=O)CSc2ccc3nnc(-c4ccccc4)n3n2)CC1	-5	nt	nt	nt
CCCn1c(=O)[nH]c(=O)c2[nH]cnc21	7	nt	nt	nt
Cc1cccc(NC(=O)c2cc3ccccc3c(=O)o2)n1	3	nt	nt	nt
Cc1ccc(C)c(Cn2c(=O)n(CCCC(=O)NCc3ccco3)c(=O)c3ccccc32)c1	5	nt	nt	nt
O=c1[nH]c2ccccc2n1CCCN1CCN(C(c2ccccc2)c2ccccc2)CC1	7	nt	nt	nt
CCCc1nc(SCC(=O)NCc2ccc3c(c2)OCO3)c2c(=O)n(C)c(=O)n(C)c2n1	-1	nt	nt	nt
COC(=O)c1cnn2c(C)c(Cc3cccc(F)c3)c(C)nc12	13	nt	nt	nt
COC(=O)c1ccc2c(=O)n(CCN3CCOCC3)c(SCC(=O)NC3CCCCC3)nc2c1	-3	nt	nt	nt
O=C(OC1CCOC1=O)c1ccc2ncsc2c1 (configuration not stated)	-6	nt	nt	nt
CCOC(=O)c1ccccc1NC(=O)c1cn(CC)c2nc(C)ccc2c1=O	7	2	nt	nt
Next part
SMILES	Calb biofilm kill	PLK1 inh	CYP2C9 act	CYP2C9 inhib
CCCOc1ccc(/C(O)=C2/C(=O)C(=O)N(CCCN3CCOCC3)C2c2ccncc2)cc1 (configuration not stated)	5	9	nt	nt
COc1cc(C2C(C#N)=C(N)Oc3cc(C)n(Cc4ccccn4)c(=O)c32)cc2c1OCO2 (configuration not stated)	8	-1	nt	nt
CCn1cc(C(=O)Nc2ccccc2C(=O)OC)c(=O)c2ccc(C)nc21	8	4	nt	nt
CCOC(=O)C1CCN(c2nc(C)nc3c2oc2ccccc23)CC1	2	-4	nt	nt
Cc1sc(NC(=O)C2CCCO2)c(C#N)c1C (configuration not stated)	nt	nt	0.8	20
CC1(C(=O)O)Sc2[nH]c(=O)sc2C2c3ccccc3OC(=O)C21 (configuration not stated)	nt	nt	1	-2
O=C(CSc1nnc(CNc2ccc(F)cc2)o1)N1CCCc2ccccc21	nt	nt	0.8	20
CC1c2nc3ccccc3n2C(CC(=O)NCc2ccccn2)C(=O)N1Cc1ccccc1 (configuration not stated)	nt	nt	0.9	7
Cc1ccccc1S(=O)(=O)Cc1ccc(C(=O)NCCN2CCN(Cc3ccccc3)CC2)o1	nt	nt	0.5	50
Cc1occc1C(=O)N1CCN(C(=O)C2CCCO2)CC1 (configuration not stated)	nt	nt	1.2	-17
COc1nc(OC/C(N)=N/O)nc(N2CCOCC2)n1	nt	nt	0.9	11
COc1ccc(N2C(=O)CSC2c2ccc3c(c2)OCO3)c(OC)c1 (configuration not stated)	nt	nt	0.9	10
COc1ccc(CNC(=O)COC(=O)c2ccc3c(c2)OCCO3)cc1	nt	nt	0.9	13
O=C(CSc1nc2cc(Cl)ccc2o1)c1cccs1	nt	nt	0.4	60*
CC(=O)N1CCCc2cc(S(=O)(=O)NCCC3=CCCCC3)ccc21	nt	nt	0.9	11
O=C(c1noc2c1CCCC2)N1CCCCC1	nt	nt	0.9	9
O=C(CSc1cccc[n+]1[O-])c1cc2ccccc2o1	nt	nt	1.1	-5
CC1CCN(c2nc3ccc(C(=O)O)cc3s2)CC1	nt	nt	0.7	25
O=C(Nc1cccc(S(=O)(=O)C(F)F)c1)c1ccc(Cl)c(S(=O)(=O)N2CCOCC2)c1	nt	nt	1	-2
CC(=O)N1CCc2cc(S(=O)(=O)NC(C(=O)NC3CCCc4ccccc43)C(C)C)ccc21 (configuration not stated)	nt	nt	0.8	17
Cc1nn(-c2ccccc2)c2sc(-c3n[nH]c(=S)o3)cc12	nt	nt	0.3	66*
O=C(COC(=O)C1CC1)Nc1ccc(Oc2ccccc2)cc1	nt	nt	1.1	-8
CCCCCC(=O)Nc1ccc(N2CCN(CC)CC2)c(Cl)c1	nt	nt	0.3	67*
